Screening data: PubChem BioAssay, National Center for Advancing Translational Sciences (NCATS)
PKM2 act: qHTS Assay for Activators of Human Muscle isoform 2 Pyruvate Kinase; AID 1631, 2009; Pyruvate kinase PKM (Homo sapiens), P14618; Potency, µM (top dose mostly 57.5 µM), inactives show at the highest dose activation, usual class: activators; purified PKM2, Kinase-Glo ATP luminescence, activation; response scale: 0% is enzyme alone, no compound; 0.34% of 260,000 active; also: potency is read from the fitted curve at half-maximal effect; % is scaled to controls: 0 for no effect and ±100 for the full control effect; nearly all actives have a fitted effect of over 55% in size
Target sequence (P14618 whole entry, looked up, canonical isoform): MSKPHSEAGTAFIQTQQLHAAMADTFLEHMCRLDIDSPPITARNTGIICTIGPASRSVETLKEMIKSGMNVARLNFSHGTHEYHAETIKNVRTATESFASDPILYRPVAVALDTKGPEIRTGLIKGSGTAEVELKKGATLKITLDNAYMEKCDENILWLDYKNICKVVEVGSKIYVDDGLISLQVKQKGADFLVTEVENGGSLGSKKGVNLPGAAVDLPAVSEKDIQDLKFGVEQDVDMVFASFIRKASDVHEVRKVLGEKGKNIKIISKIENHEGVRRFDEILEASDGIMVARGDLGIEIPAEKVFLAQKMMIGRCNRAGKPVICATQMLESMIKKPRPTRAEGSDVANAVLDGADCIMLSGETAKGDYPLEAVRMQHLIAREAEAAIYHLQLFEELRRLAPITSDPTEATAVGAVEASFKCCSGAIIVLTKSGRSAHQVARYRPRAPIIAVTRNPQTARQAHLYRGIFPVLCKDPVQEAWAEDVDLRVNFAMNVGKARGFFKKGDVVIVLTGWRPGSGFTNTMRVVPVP
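hPK-M2, >95% pure; 0.1 mM ADP / 0.5 mM PEP final; imidazole pH7.2 buffer w/ 7 mM MgCl2, 50 mM KCl; 1 h RT; Kinase-Glo lum. Intermediate enzyme activity for dual inhibitor/activator qHTS.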
Rab9 prom act: qHTS Assay for Rab9 Promoter Activators. Huh7 Rab9 promoter-luciferase reporter, luminescence, 24 h. Potency, µM (highest dose often 9.22 µM), without a hit: at the top dose activation, negative = inhibition, usual class: activators. 2.8% of 320,000 active. AID 485297, 2010; also: potency is read from the fitted curve at half-maximal effect; % of control where 0% means no effect; nearly all actives have a fitted effect of over 60% in size
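Luminescence from Amplite-detected luciferase (10 minutes, ambient) reports Rab9 promoter activation. Before that, stable Rab9-luciferase Huh7 cells (1500/well, reduced-serum OP-MEM I plus 10% FBS) were exposed to compound for 24 hours at 37C.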
FLuc modulator: qHTS profiling assay for firefly luciferase inhibitor/activator using purifed enzyme and Km concentrations of substrates (counterscreen for miR-21 project) | Luciferin 4-monooxygenase (Photinus pyralis), P08659 | Potency, µM (top dose mostly 57.5 µM), inactives show at the top dose activity change, negative = inhibition, most hits filed as inhibitors | purified FLuc, Km substrates, luminescence inhibition | 6.9% of 360,000 active;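 also: potency is read from the fitted curve at half-maximal effect; plate controls were vehicle for no effect and reference inhibitor for full effect; nearly all actives have a fitted effect of over 55% in size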
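Biochemical qHTS of compounds, final roughly 60 µM downward over six points, against 10 nM purified firefly luciferase using Km concentrations of substrates (10 uM D-luciferin, 10 uM ATP) in Tris acetate pH 7.5 buffer; luminescence output.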
Menin MLL FP TR: qHTS Assay for Inhibitors Targeting the Menin-MLL Interaction in MLL Related Leukemias: Competition With Texas Red Labeled MLL-derived Mutant Peptide. O00255. Menin + Texas Red MLL mutant peptide, fluorescence polarization. Potency, µM (highest dose often 61.6 µM), for inactives: at the top dose FP activity change, negative = inhibition, usual class: inhibitors. 0.23% of 270,000 active. AID 1768, 2009; active = well fitted inhibition curve with a large enough effect in the polarisation, with a control signal flat, not every such curve was filed as active; inconclusive = small, poorly fitted or top-dose-only effect, or effect the other way, or a change in a side signal; inactive = no such curve, though single readings can be large or run the other way; the % refers to the polarisation; also: potency is read from the fitted curve at half-maximal effect; % of control where 0% means no effect; many of its hits are not listed in these tables
Gal4-VP16 FLuc: VP16 counterscreen qHTS for inhibitors of ROR gamma transcriptional activity; Drosophila S2 Gal4-VP16 UAS-luciferase, luminescence, 20 h; Potency, µM (titrated, usually from 53.6 µM), inactives show at the top dose activity, negative = inhibition, hits mostly inhibitors; 3.5% of 310,000 active; AID 2546, 2010;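 also: Gal4-VP16 expression switched on by copper sulfate through the metallothionein promoter; potency is read from the fitted curve at half-maximal effect; % is scaled to controls: 0 for no effect and ±100 for the full control effect; nearly all actives have a fitted effect of over 50% in size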
RORgamma inh: qHTS for inhibitors of ROR gamma transcriptional activity; Nuclear receptor ROR-gamma (Mus musculus), P51450; Drosophila S2 Gal4-RORgamma UAS-luciferase reporter, 20 h; Potency, µM (highest dose often 53.6 µM), for inactives: at the highest dose activity change, negative = inhibition, hits mostly inhibitors; 5.4% of 310,000 active; also: potency is read from the fitted curve at half-maximal effect; % is scaled to controls: 0 for no effect and ±100 for the full control effect; nearly all actives have a fitted effect of over 60% in size
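A Gal4/UAS one-hybrid system in insect cells: metallothionein-promoter Gal4–ROR gamma fusion plus Photinus luciferase reporter. Copper sulfate 700 uM final, 20 hr ambient incubation, luminescent detection after 10 min with reagent.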
KCNH2 3.1 inh: qHTS for Inhibitors of KCHN2 3.1: Mutant qHTS. Potassium voltage-gated channel subfamily H member 2, brain isoform KCNH2 3.1 (human). U2OS KCNH2 3.1, thallium flux FluxOr; stronger effect = lower value. activity change, % (tested at about 1.8 µM). 0.95% of 340,000 active;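 active = maximum activity change below -70%; inconclusive = maximum activity change from -70% to -50%; inactive = maximum activity change above -50%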;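 also: thallium influx rate constant from kinetic fluorescence after stimulation buffer; % is scaled to controls: 0 for no effect and ±100 for the full control effect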
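FluxOr-based Tl+ influx in U2OS cells transduced with KCNH2 3.1 virus; rate constants normalized to DMSO controls.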
MBNL1-CUG inh: qHTS Assay for Inhibitors of MBNL1-poly(CUG) RNA binding; Muscleblind-like protein 1 (Homo sapiens), Q9NR56; TR-FRET MBNL1-His/biotin-(CUG)12 binding, 665/545 ratio; Potency, µM (top dose mostly 57.5 µM), for the others: at the highest dose activity change, negative = inhibition, usual class: inhibitors; 0.036% of 280,000 active; AID 2675, 2010; active = well fitted inhibition curve with a large enough effect in the signal ratio, with a control signal flat, not every such curve was filed as active; inconclusive = small, poorly fitted or top-dose-only effect, or effect the other way, or a change in a side signal; inactive = no such curve, though single readings can be large or run the other way; the % refers to the signal ratio; also: potency is read from the fitted curve at half-maximal effect; % is scaled to controls: 0 for no effect and ±100 for the full control effect
Target sequence (Q9NR56 whole entry, looked up): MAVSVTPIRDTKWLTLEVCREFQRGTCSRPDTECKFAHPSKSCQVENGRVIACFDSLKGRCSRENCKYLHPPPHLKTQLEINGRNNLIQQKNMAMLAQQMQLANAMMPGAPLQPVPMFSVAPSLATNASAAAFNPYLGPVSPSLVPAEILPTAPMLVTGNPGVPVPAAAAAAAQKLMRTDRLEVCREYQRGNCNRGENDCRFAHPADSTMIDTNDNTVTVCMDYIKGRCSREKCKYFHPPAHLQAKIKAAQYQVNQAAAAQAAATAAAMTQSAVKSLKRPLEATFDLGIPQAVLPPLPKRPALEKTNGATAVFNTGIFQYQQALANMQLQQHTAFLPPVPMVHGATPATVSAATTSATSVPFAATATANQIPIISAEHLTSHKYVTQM
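His-tagged MBNL1 binding to biotinylated (CUG)12 RNA was measured by TR-FRET using terbium anti-His antibody (0.055 ng/ul final) and streptavidin-XL665 (5 nM final). Compounds were titrated 92 nM to 58 uM; 60 min at room temperature.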
Mito fusion act: qHTS Assay for Small Molecule Inhibitors of Mitochondrial Division or Activators of Mitochondrial Fusion. S. cerevisiae fusion-defective mutant growth rescue, CellTiterGlo 48 h. Potency, µM (series often up to 46.1 µM), without a hit: at the top dose growth rescue (activation), hits mostly activators. 0.23% of 320,000 active;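 also: potency is read from the fitted curve at half-maximal effect; % of control where 0% means no effect; nearly all actives have a fitted effect of over 45% in size; temperature-sensitive fusion mutants such as fzo1-1 at 37 °C on non-fermentable ethanol glycerol medium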
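Read-out: ATP-based luminescence (CellTiterGlo, 10 min ambient) reporting growth of fusion-defective ts yeast after 48 hours at 37C on glycerol/ethanol YPEG medium in the presence of compound.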
ELG1 repair inh: qHTS screen for small molecules that inhibit ELG1-dependent DNA repair in human embryonic kidney (HEK293T) cells expressing luciferase-tagged ELG1; 2.3% of 330,000 active; HEK293T ELG1-luciferase reporter, luminescence, 16 h; DNA damage induced by 5-fluorouridine; Potency, µM (doses to about 46.1 µM), for inactives: at the top dose activity change, negative = inhibition, actives largely listed as inhibitors; also: potency is read from the fitted curve at half-maximal effect; % is scaled to controls: 0 for no effect and ±100 for the full control effect; nearly all actives have a fitted effect of over 55% in size
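Reporter activity after DNA damage by 5-fluorouridine is monitored. Compound-treated cells incubate 16 hr at 37 °C, then ONE-Glo is added for 30 min before luminescence reading.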
NPC1 prom act: qHTS Assay for NPC1 Promoter Activators. Huh7 NPC1 promoter luciferase reporter, 24 h. Potency, µM (top dose mostly 9.22 µM), inactives show at the top dose activation, usual class: activators. 2.4% of 320,000 active;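 also: potency is read from the fitted curve at half-maximal effect; % of control where 0% means no effect; nearly all actives have a fitted effect of over 60% in size; reporter is driven by a mutant NPC1 promoter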
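Stable NPC1-promoter luciferase Huh7 line; cpd (DMSO) 24 h, 37 °C, 5% CO2; Amplite luciferase reagent 10 min RT; luminescence readout. qHTS format.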
An asterisk follows results filed as active; u = inconclusive; x = not tested or not shown; [ ] = remark or other dose. Unless noted, calls follow the shape of the dose curve; as a rule, active = well fitted curve in the direction sought with a large enough effect; inconclusive = small, poorly fitted or top-dose-only effect, or another doubt; inactive = no such curve, though single readings can be large; an effect the other way counts as inactive or inconclusive.

Values run as follows: PKM2 act	Rab9 prom act	FLuc modulator	Menin MLL FP TR	Gal4-VP16 FLuc	RORgamma inh	KCNH2 3.1 inh	MBNL1-CUG inh	Mito fusion act	ELG1 repair inh	NPC1 prom act
CCCc1c(C(=O)N/N=C/c2cccc3ccccc23)nnn1-c1nonc1N
    x	-4%	-2%	u	-10%	-41%	-17	1%	6%	3%	-1%
Cn1c(=O)[nH]c(=O)c2c1nc(SCC(=O)Nc1ccccc1)n2Cc1ccccc1
    1.6µM*	1%	0%	6%	16%	26%	4	-1%	0%	-18%	0%
Cc1ccc(C)c(S(=O)(=O)N2CCCOC2CNC(=O)C(=O)NCCc2ccccc2)c1 (stereo unspecified)
    -3%	0%	1%	x	-8%	6%	x	-1%	3%	-10%	0%
Cc1ccc(C)c(NC(=O)COc2cccc3c2CCN(Cc2ccccc2)C3=O)c1
    9%	11%	-4%	-5%	-5%	40%	u	-3%	4%	u	-1%
CCC(C)c1ccc(C(CC)NC(=O)C2CCCO2)cc1 (stereo unspecified)
    0%	-6%	-4%	-6%	u	u	-14	-5%	0%	u	-5%
Cc1cc(F)ccc1S(=O)(=O)NCC(c1ccc2c(c1)OCO2)N1CCOCC1 (stereo unspecified)
    x	1%	4%	x	x	x	0	x	2%	1%	6%
CCC(C)[C@H](NC(=O)N1CC(=O)Nc2ccccc21)C(=O)N[C@H](Cc1c[nH]c2ccccc12)C(=O)O (stereo partly specified)
    0%	2%	0%	24%	-6%	-10%	3	8%	5%	22%	0%
Cc1cccc(COCC(Cc2ccccc2)N2CCN(C(=O)c3cccc(Cl)c3)CCC2=O)c1 (stereo unspecified)
    2%	-3%	1%	-11%	5%	17%	x	3%	24%	u	-4%
COc1ccc(-c2nnc(SCc3nc4ccccc4c(=O)[nH]3)o2)cc1
    -3%	21%	-6%	x	6%	-10%	6	x	0%	u	-2%
CN(C)Cc1c(O)ccc2cc(-c3nc4ccccc4n3C)c(=O)oc12
    7%	16%	4%	-22%	0%	13%	-5	u	1%	u	28%
COC(=O)CSc1nc2ccccc2c(=O)n1Cc1ccccc1
    -3%[11.5 µM]	0%	5%	-8%	18%	-4%	7	u	1%	-4%	3%
O=C(O)/C=C/C(=O)Nc1ccc(F)cc1F
    4%	6%	6%	0%	2%	11%	5	-7%	-1%	-4%	5%
COc1cccc(NC(=O)C2CCN(C(=O)[C@@H]3Cc4ccccc4CN3C(=O)OC(C)(C)C)CC2)c1
    x	7%	-8%	x	3%	30%	-4	-2%	-28%	u	-2%
COc1ccc(CCNC(=O)c2ccc(CNc3nc(=S)[nH]c4ccccc34)cc2)cc1OC
    -22%	1%	-6%	-7%	4%	-12%	-8	6%	0%	15µM*	-1%
O=[N+]([O-])c1cc(Oc2cccnc2)cc([N+](=O)[O-])c1
    -16%	-5%	0%	-11%	u	-27%	-14	u	x	17%	13%
CCn1nc(C(=O)NCc2ccco2)c(Cl)c1Cl
    3%	2%	2%	7%	6%	30%	5	-8%	-2%	6%	-2%
CC(=O)N1CC(=O)N(Cc2ccccc2)/C(=C/c2ccccc2)C1=O
    -9%	-3%	-2%	3%	-10%	-3%	-1	2%	-8%	5%	0%
CCOc1cc(C2Nc3ccccc3C(=O)N2c2ccccc2OC)ccc1O (stereo unspecified)
    1%	27%	0%	0%	7%	6%	-25	-4%	1%	6%	1%
CC(C)OCCCNC(=S)N1CCC(C(=O)c2ccc3c(c2)OCCO3)CC1
    -3%	-3%	-12%	-6%	8%	0%	7	1%	-5%	u	-2%
CN(C)S(=O)(=O)c1cccc(NC(=O)CSc2nc3ccccc3[nH]2)c1
    8%	-7%	-16%	5%	8%	14%	-24	-5%	0%	13µM*	-8%
COc1cc(N=Nc2c(C)n(C)n(-c3ccccc3)c2=O)ccc1N
    -1%	1%	0%	-9%	-2%	6%	-4	u	3%	0%	3%
CC(C)(C)C(=O)COC(=O)C1=NN(c2ccccc2)C(=O)CC1
    x	-6%[1.84 µM]	-3%	-24%	5%	-25%	0	0%	0%	13%	1%
CN(C(=O)CSc1nnc(CNC(=O)c2ccccc2)o1)c1ccccc1
    5%	10%	-1%	x	0%	3%	-7	1%	0%	-4%	9%
COc1cccc(CN(C)C(=O)Cc2ccc(OC)c(S(=O)(=O)N3CCOCC3)c2)c1
    x	-1%	6%	x	x	x	-7	x	2%	u	-3%
CCc1ccc(CN(C)C(=O)c2cc(COc3ccc(OC)cc3Cl)on2)nc1
    -1%	u	15µM*	u	-9%	13%	-3	1%	2%	u	3.2µM*
CC1=C(C(=O)OC(C)C)C(c2cccnc2)C2=C(CC(C)(C)CC2=O)N1 (stereo unspecified)
    2%	5%	2%	22%	-13%	u	5	0%	-3%	5%	-2%
C[C@@H](C(=O)Nc1ccc2c(c1)OCO2)n1c(=O)[nH]c2ccccc2c1=O
    -1%	5%	4%	u	-6%	-14%	-18	4%	14%	12%	-5%
O=c1c2ccccc2cnn1Cc1ccc(Br)cc1F
    x	12%	1%	-6%	8%	35%	-4	2%	25%	4%	3%
C/C(CC(=O)Nc1c(C)cc(C)cc1C)=N\NC(=O)c1cnccn1
    0%	-6%	3%	6%	3%	5%	-12	u	-3%	14%	6%
CCOC(=O)C1=C(C)NC(=O)NC1c1ccc(OC(C)C(=O)O)c(OC)c1 (stereo unspecified)
    -4%	-7%	-1%	-15%	-7%	-33%	0	-6%	4%	6%	1%
O=C(c1ccc(Cl)c(S(=O)(=O)N2CCOCC2)c1)N(Cc1ccco1)Cc1cccs1
    x	5%	-1%	x	x	x	-36	x	-3%	u	-2%
CC1CCCN(S(=O)(=O)Cc2ccc(Cl)cc2)C1 (stereo unspecified)
    -3%	10%	u	-4%	9%	26%	-17	-5%	2%	21%	-3%
NC(N)=N/N=C/c1ccccc1Cl
    -5%	-2%	-1%	x	-11%	-34%	9	x	-2%	1%	0%
CC1(C)Cc2c(sc(NC(=O)C(=O)N3CCCC3)c2C(=O)O)CO1
    x	-5%	-2%	x	2%	-2%	5	9%	10%	u	1%
C#CCn1cc(C=C2C(=O)c3ccccc3C2=O)c2ccccc21
    6%	3%	2.4µM*	u	-3%	u	-2	x	-3%	u	18%

Filtered by structure, those above with a furan ring, fused or not (two)
Values run as follows: PKM2 act	Rab9 prom act	FLuc modulator	Menin MLL FP TR	Gal4-VP16 FLuc	RORgamma inh	KCNH2 3.1 inh	MBNL1-CUG inh	Mito fusion act	ELG1 repair inh	NPC1 prom act
CCn1nc(C(=O)NCc2ccco2)c(Cl)c1Cl
    3%	2%	2%	7%	6%	30%	5	-8%	-2%	6%	-2%
O=C(c1ccc(Cl)c(S(=O)(=O)N2CCOCC2)c1)N(Cc1ccco1)Cc1cccs1
    x	5%	-1%	x	x	x	-36	x	-3%	u	-2%

These rows are one share of the data, so the mix of outcomes need not match the whole.
